# HUVEC inhibit: inhibitors of human endothelial cell proliferation; actives 1.1% (n = 86,000); viability, % at 10 µM (by protocol); HUVEC proliferation, CellTiter-Glo luminescence, 72 h; stronger effect = lower value;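 active = viability at or below 30%; inactive = viability above 30%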;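 also: 100% = median luminescence of DMSO-only cell control wells on each plate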
# H69AR growth 86K: growth inhibitors of human H69AR lung tumor cells. actives 6% (n = 85,000). AID 598. viability, % at 10 µM. H69AR lung tumor viability, ATP luminescence, 72 h; stronger effect = lower value;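 active = viability at or below 40%; inactive = viability above 40%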;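 also: multidrug resistant small cell line overexpressing MRP-1 efflux transporter; 100% = mean luminescence of untreated control wells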
# ERa SRC1 pot: ER-alpha (human) coactivator binding potentiation. TR-FRET ERalpha-LBD/SRC-Cy5 coactivator binding, 2 h; 100 = basal binding, no effect. coactivator binding (% of control), % at 25.6 µM. actives 1.3% (n = 86,000); in the data active = activity above about 200%;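 also: binding measured in presence of low estradiol as agonist stimulus; 0% = peptide alone without receptor and 100% = receptor with peptide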
# Candida biofilm: kills Candida albicans biofilms | C. albicans biofilm + clotrimazole, Alamar Blue | inhibition, % at 6 µM | actives 0.14% (n = 85,000) | AID 834;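 active = inhibition above 20%; inactive = inhibition below 20%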;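 also: preformed 24 hr biofilms exposed to compound for 48 hr; 0% = biofilm without compound and 100% = blank killed by clotrimazole plus chlorhexidine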
# ERa coact inh: ER-alpha (human) coactivator binding inhibition; TR-FRET ER-alpha LBD / SRC-1 peptide, estradiol-bound; inhibition, % at 25.6 µM; actives 1.7% (n = 86,000); in the data active = inhibition above about 50%;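 also: 0% = receptor plus peptide control and 100% = peptide only without receptor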
# sEH act: increases human soluble epoxide hydrolase activity | P34913 | activation, % at 2 µM | purified human sEH enzymatic activity, activator screen | AID 717 | actives 0.04% (n = 91,000); in the data active = activation above about 37%; also: values of inactives mirror those of a sister screen read the other way
# Lung fibro prol: blocks proliferation of human lung fibroblasts; viability, % at 10 µM; actives 1.1% (n = 85,000); LL 47 human lung fibroblast viability, ATP luminescence; stronger effect = lower value;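 active = viability at or below 50% in the single dose screen; inactive = viability above 50%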;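 also: compound exposure lasted 72 h before the ATP readout; 100% = median luminescence of untreated cell-only wells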
#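 Test system: LL 47 human lung fibroblasts; Quantity: 1,150 cells/well; Buffer or medium: IMEM plus 15% FBS; Dosing: tenfold compound dosing solution, DMSO at 0.1%; Timing: overnight cell rest, 72 h compound treatment at 37 °C; Detection: ATP-based CellTiter-Glo luminescent readout; Read-out basis: viability percentage against median untreated-cell control; Controls: cell-only wells, no compound.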
# Smad3 FoxH1 inh: Smad3 (human) transcription factor binding inhibition | P84022 | TR-FRET Smad3/Dy647-FoxH1 peptide binding, europium anti-His | inhibition, % at 25 µM | actives 0.29% (n = 88,000) | AID 630;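 active = compounds that reduce the energy-transfer binding signal between the protein and its labelled peptide by more than half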;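 also: 0% = Smad3 plus labelled peptide maximal FRET and 100% = peptide-only background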
# Target sequence (P84022 whole entry, looked up): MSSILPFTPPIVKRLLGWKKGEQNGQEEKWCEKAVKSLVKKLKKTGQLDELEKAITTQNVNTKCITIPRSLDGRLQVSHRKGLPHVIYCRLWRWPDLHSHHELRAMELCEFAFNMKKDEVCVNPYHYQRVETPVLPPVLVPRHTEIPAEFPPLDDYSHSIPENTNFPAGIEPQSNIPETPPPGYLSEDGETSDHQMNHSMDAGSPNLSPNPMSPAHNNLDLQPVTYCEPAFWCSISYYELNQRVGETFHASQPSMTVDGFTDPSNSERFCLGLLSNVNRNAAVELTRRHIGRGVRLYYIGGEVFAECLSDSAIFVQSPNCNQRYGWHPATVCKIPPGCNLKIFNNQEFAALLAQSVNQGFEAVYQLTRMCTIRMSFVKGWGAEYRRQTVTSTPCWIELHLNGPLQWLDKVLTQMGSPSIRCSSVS
# ERb SRC1 inh: blocks coactivator binding to human estrogen receptor beta. inhibition, % at 25.6 µM. Q92731. actives 1.3% (n = 86,000). AID 633. TR-FRET ER-beta LBD / SRC1-Cy5 peptide binding; receptor agonist-loaded with 1 µM estradiol;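 active = compounds whose percent inhibition of the receptor-coactivator binding signal exceeds about 50% in the single-dose screen, limit read from the data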;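 also: 0% = receptor plus peptide wells without compound and 100% = peptide-only wells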
# Target sequence (Q92731 whole entry, looked up, the tested form may be a part): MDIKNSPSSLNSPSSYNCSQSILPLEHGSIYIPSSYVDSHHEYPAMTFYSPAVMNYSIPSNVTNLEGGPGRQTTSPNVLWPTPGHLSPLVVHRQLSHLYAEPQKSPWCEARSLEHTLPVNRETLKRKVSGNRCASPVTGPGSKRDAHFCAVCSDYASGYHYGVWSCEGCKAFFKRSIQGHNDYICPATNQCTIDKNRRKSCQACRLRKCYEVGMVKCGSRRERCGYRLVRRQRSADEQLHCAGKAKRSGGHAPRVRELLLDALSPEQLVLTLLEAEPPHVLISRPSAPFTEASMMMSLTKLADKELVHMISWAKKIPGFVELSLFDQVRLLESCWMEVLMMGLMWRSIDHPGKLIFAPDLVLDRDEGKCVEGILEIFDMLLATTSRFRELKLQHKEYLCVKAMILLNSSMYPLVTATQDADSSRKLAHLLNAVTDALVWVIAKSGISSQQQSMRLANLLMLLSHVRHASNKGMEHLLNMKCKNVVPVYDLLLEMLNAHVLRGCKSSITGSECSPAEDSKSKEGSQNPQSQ
# * = called active by the depositor; nt = not tested or not shown; [ ] = another dose, or the depositor's remark. A portion of the library (hit frequency here may not be typical).
# Values run as follows: HUVEC inhibit	H69AR growth 86K	ERa SRC1 pot	Candida biofilm	ERa coact inh	sEH act	Lung fibro prol	Smad3 FoxH1 inh	ERb SRC1 inh
> CC1CCCCN1CC(=O)c1ccc2cc[nH]c2c1 (stereo unspecified)
 : 83	99	98	7	4	0	89	4	-9
> CCCCN1C(=O)NC(=O)C2(Cc3ccccc3N3CCOCC32)C1=O (stereo unspecified)
 : 102	89	121	3	-17	2	92	10	-7
> O=C(COc1ccc(S(=O)(=O)N2CCOCC2)cc1)N1CCN(Cc2ccc3c(c2)OCO3)CC1
 : 77	60	96	4	1[fluorescence artefact?]	15	101	-9	-8[fluorescence artefact?]
> CCCC(=O)C1C(=O)NC(=O)NC1=O
 : 103	97	112	7	-4	8	98	0	-2
> COc1cccc(CNC2CN3CCC2CC3)c1OC (stereo unspecified)
 : 98	nt	132	2	-13	11	90	-5	-11
> Nc1c(C(=O)NC2CCCC2)c2nc3ccccc3nc2n1CC1CCCO1 (stereo unspecified)
 : 60	43	66	0	14	nt	70	38	14
> CCC(=NC1CCN(Cc2ccccc2)CC1)c1c(O)[nH]c(=O)[nH]c1=O
 : 107	nt	138[fluorescence artefact?]	3	-2	-8	95	-4	-5
> Cc1ccc2nsnc2c1-n1c(C)nc2ccccc2c1=O
 : 97	99	107	3	0	1	106	13	-8
> CC(=O)NC(=O)NC(C)Cc1ccccc1 (stereo unspecified)
 : 101	87	125[fluorescence artefact?]	7	-4	5	94	8[fluorescence artefact?]	1
> Cc1nn(-c2ccccc2)c2c1C(c1ccc3c(c1)OCO3)SCC(=O)N2 (stereo unspecified)
 : 92	88	102	9	-6	6	95	5	-4
> O=P1(Nc2ccc(F)cc2)COc2ccccc2OC1
 : 94	99	101	-1	0	nt	97	-9	-7
> O=C(Nc1cccc(OC(=O)N2CCCCC2)c1)N1CCCCC1
 : 109	95	130	8	-9	nt	95	4	-5
> CCCNS(=O)(=O)c1ccc(OCC(=O)N2CCN(Cc3ccc4c(c3)OCO4)CC2)cc1
 : 86	89	119	8	-6	9	92	0	-8[fluorescence artefact?]
> S=C1CN=C(c2ccccc2Cl)c2cc(Cl)ccc2N1
 : 101	80	87	8	-6	5	99	-5	-3
> COC(=O)C(O)(c1ccc2c(c1)CCCN2)C(F)(F)F (stereo unspecified)
 : 95	96	90	7	-3	nt	98	-4	-14[fluorescence artefact?]
> Nc1c(C(=O)NCc2ccco2)c2nc3ccccc3nc2n1CCN1CCCCC1
 : 19*	1.2*	71[fluorescence artefact?]	6	24[fluorescence artefact?]	-8	60	2[fluorescence artefact?]	12
> CN(C)CP(=O)(Nc1ccccc1)N(C)C (stereo unspecified)
 : 98	108	115	7	-5	-4	97	1	-10
> COc1ccc(Br)cc1CN1CCN(C(=O)Cc2ccccc2)CC1
 : 90	84	89	1	-5	-6	106	4	6
> O=C1NC(=O)[C@]2(Cc3ccccc3N3CCN(c4ccccc4)CC32)C(=O)N1Cc1ccccc1 (stereo partly specified)
 : 90	91	114	-2	5	-6	104	4	3[fluorescence artefact?]
> COc1cc2[nH]c(=O)n(-c3cccc(Cl)c3)c(=O)c2cc1OC
 : 99	80	88	5	-3	0	97	2	4
> Cn1c(O)c(C=Nc2ccc(Cl)cc2)c(=O)n(C)c1=O
 : 82	97	86	6	3	5	108	4	-5
> O=C(O)C1CSC(c2cccnc2)N1 (stereo unspecified)
 : 84	110	119	5	0	nt	103	7	1
> c1ccc2c(CN3CCCCCCC3)c[nH]c2c1
 : 73	67	116	5	-7	-6	84	-10	-2
> Cc1ccc(N2C(=O)CC(=O)NC2=O)cc1
 : 88	92	108	5	-7	-3	90	-1	-5
> Cc1cc(NC(=O)COC(=O)c2c(C)nn(Cc3ccccc3)c2Cl)no1
 : 94	92	113	-2	29	14	103	-2	11
> c1ccc2c(CN3CCN(C4CCCCC4)CC3)c[nH]c2c1
 : 91	52	98	9	-11	1	nt	-1	-3
> O=c1[nH]c(=O)n(Cc2ccccc2)c(O)c1C=NCCN1CCNCC1
 : 89	102	100	8	-28	18	103	1	-27[fluorescence artefact?]
> Cc1ccccc1Cc1c(C)nc2nc(SCC(=O)N3CCC4(CC3)OCCO4)nn2c1C
 : nt	nt	100	nt	2[fluorescence artefact?]	2	nt	7	-13
> CC(Cc1ccccc1)[n+]1cc(/N=C(\N)[O-])on1 (stereo unspecified)
 : 102	91	128	12	-3	-1	107	4	-2
> O=C(O)C(O)(c1ccccc1)C1CCCC1 (stereo unspecified)
 : 91	97	115	0	4[fluorescence artefact?]	nt	108	0	-1[fluorescence artefact?]
> CN(CCc1ccccc1)Cc1ccccc1[N+](=O)[O-]
 : 102	94	114	5	14	-29	104	6	-3
> COc1ccccc1OCCCn1cc(C(=O)c2ccco2)c2ccccc21
 : 76	53	95	9	0	6	97	2	4
> O=c1[nH]c(=O)n(-c2cccc3ccccc23)c(O)c1C=NCc1ccc2c(c1)OCO2
 : 101	97	112	3	-7	-14	106	-7[fluorescence artefact?]	-2
> O=c1c2ccccc2nc(-c2ccccc2)n1-n1cccc1
 : 115	89	99	0	-3	3	101	-3	-1
> Cn1c(=O)cc(SCC(=O)N2CCC3(CC2)OCCO3)c2ccc(Cl)cc21
 : 83	93	115	5	3	-7	98	56*[fluorescence artefact?]	-8
> CC(=O)c1c(O)n(C2CCCCCC2)c(=O)[nH]c1=O
 : 94	89	103	5	5[fluorescence artefact?]	-6	100	-7	3[fluorescence artefact?]
> CC(=O)N(C1=NCCCS1)c1ccccc1F
 : 99	105	96	5	27	-2	100	-2	0
> COCCNC(=O)c1c(NC(=O)c2ccco2)n(Cc2ccccc2)c2nc3ccccc3nc12
 : 81	59	109	2	-2	15	93	6	23[fluorescence artefact?]
> Cc1ccc(C)c(NC2=NCCCS2)c1
 : 87	77	111	-6	0	-12	nt	-12	2
> COc1ccccc1-n1c(O)c(C=NCCN2CCNCC2)c(=O)[nH]c1=O
 : 97	103	99	6	11	-8	97	-7	-6
> Cc1ccc2c(c1)C1CN(C)CCC1N2C(=O)Nc1cccc(Cl)c1 (stereo unspecified)
 : 71	81	120	4	-1	-14	95	-27	-12
> COc1ccc(CN2CCN(C(=O)COc3cccc(C)c3)CC2)c(OC)c1
 : 86	80	102	4	2[fluorescence artefact?]	-4	95	0	1[fluorescence artefact?]
> COc1ccc(CCn2c(O)c(C=NCCCn3ccnc3)c(=O)[nH]c2=O)cc1OC
 : 106	87	103	4	1	-8	96	-1	-12
> Cc1ccc2nc(N3CCN(C)CC3)[nH]c2c1
 : 97	95	117[fluorescence artefact?]	11	-3	-7	104	-2	-4
> Oc1ccc(CC2CC3CCN2CC3)cc1O (stereo unspecified)
 : 101	83	106	2	-6	nt	98	-1	-6
> CC1(C)CN=C(Nc2nc3ccccc3s2)S1
 : 90	77	121	1	14	-3	92	-9	-10
> CC1=NOC2(C)Nc3ncnn3C(c3ccccc3)C12 (stereo unspecified)
 : 87	91	114	-6	-1	-7	94	-4	3
> Cc1ccc(-c2nc3ccc(Cl)cc3n2OC(=O)N(C)C)cc1
 : 119	52	70	6	25[fluorescence artefact?]	-3	91	6	10
> Cc1ccc(C2(O)CC(C)N(C)CC2C)cc1 (stereo unspecified)
 : 101	99	81	8	3	-4	106	8	4[fluorescence artefact?]
> O=C(CN1CC=C(c2ccccc2)CC1)NC(=O)NCc1ccco1
 : 99	92	132	5	25	9	94	1	14

# Further structures:
# Values run as follows: HUVEC inhibit	H69AR growth 86K	ERa SRC1 pot	Candida biofilm	ERa coact inh	sEH act	Lung fibro prol	Smad3 FoxH1 inh	ERb SRC1 inh
> Cn1c(O)c(C=NCCCNC2CCCCC2)c(=O)n(C)c1=O
 : 93	99	120	4	-11	4	89	4	-2
> Cc1nc2cc(C(F)(F)F)ccc2n1C1CCN(Cc2nnnn2Cc2ccc3c(c2)OCO3)CC1
 : 79	81	88	4	11	-2	100	-1	19[fluorescence artefact?]
> COc1cc(C2NCc3ccccc3-n3cccc32)ccc1O (stereo unspecified)
 : 104	90	105	3	-5	-4	102	-5	-5
> CC(=NCc1cccnc1)c1c(O)n(-c2ccccc2C)c(=O)[nH]c1=O
 : 103	90	96	9	-5	-4	99	12	-1
> CCOc1ccc(C2SCC(=O)Nc3c2c(C)nn3C2CCOC(C)(C)C2)cc1 (stereo unspecified)
 : 93	95	103[fluorescence artefact?]	3	-4	12	100	6	-3
> COc1ccc(C(=O)C(Cc2ccccc2)N(C)C)cc1 (stereo unspecified)
 : 109	97	112[fluorescence artefact?]	2	-3[fluorescence artefact?]	2	97	10	-5
> OC(c1ccc(F)cc1)C(c1ccccc1)N1CCOCC1 (stereo unspecified)
 : 103	103	88	2	-7	-4	102	4	-4
> O=c1[nH]c(=O)n(Cc2ccc(F)cc2)c(O)c1C=NCCN1CCCCC1
 : 89	104	102	9	-19[fluorescence artefact?]	9	96	6	-1
> CC(=NCCCN1CCOCC1)c1c(O)n(Cc2ccccc2)c(=O)[nH]c1=O
 : 94	94	115	1	5	-3	101	-3	12
> COC(=O)C(c1ccccc1)N1CCCCCC1 (stereo unspecified)
 : 98	96	105	6	5	2	100	-7	0
> CCC12CN3CCN(CC(C3)C1O)C2 (stereo unspecified)
 : 88	88	102	9	-16	2	94	8	-19
> Oc1c(Cl)cc(Cl)cc1CN1CCN(Cc2ccccc2)CC1
 : 98	83	107	9	-15	-15	103	3	-12
> O=C(COc1ccc(Cl)cc1)N1CCN(Cc2ccccc2)CC1
 : 97	100	104	3	-1	nt	96	0	-2
> CCOC(=O)c1c(C)n(Cc2ccco2)c2c1cc(O)c1ccccc12
 : 80	47	85[fluorescence artefact?]	6	-5	9	95	16	-13
> COc1ccc(C2=NCC(=O)N(CC(=O)NCc3ccco3)c3sc4c(c32)CCCC4)cc1
 : 96	74	108	4	-4	4	104	12	3
> O=c1[nH]c(=O)n(CCC2=CCCCC2)c(O)c1C=NC1CCN(Cc2ccccc2)CC1
 : 96	32*	101	7	6[fluorescence artefact?]	-39	96	2	0[fluorescence artefact?]
> COc1ccc(C2NCc3ccc4c(c3-n3cccc32)OCO4)cc1O (stereo unspecified)
 : 43	29*	109	7	-2	-8	52	-3	31
> CCCCCCn1c(O)c(C=NC2CCN(Cc3ccccc3)CC2)c(=O)[nH]c1=O
 : 93	66	101	6	-8	12	97	4	-8
> O=C(c1ccc2c(c1)ncn2C1CCCCC1)N1CCC2(CC1)OCCO2
 : 60	17*	104	-6	13	18	75	-7	15[fluorescence artefact?]
> CC12CCCCC1=[N+]([O-])CN2O (stereo unspecified)
 : 98	83	109	1	1	-3	101	10	-3

# Structures shown so far that contain a COOH group:
# Values run as follows: HUVEC inhibit	H69AR growth 86K	ERa SRC1 pot	Candida biofilm	ERa coact inh	sEH act	Lung fibro prol	Smad3 FoxH1 inh	ERb SRC1 inh
> O=C(O)C1CSC(c2cccnc2)N1 (stereo unspecified)
 : 84	110	119	5	0	nt	103	7	1
> O=C(O)C(O)(c1ccccc1)C1CCCC1 (stereo unspecified)
 : 91	97	115	0	4[fluorescence artefact?]	nt	108	0	-1[fluorescence artefact?]

# Going on with the list.
# Values run as follows: HUVEC inhibit	H69AR growth 86K	ERa SRC1 pot	Candida biofilm	ERa coact inh	sEH act	Lung fibro prol	Smad3 FoxH1 inh	ERb SRC1 inh
> O=C1CC(N2CC=C(c3ccc(F)cc3)CC2)C(=O)N1c1ccc(F)cc1 (stereo unspecified)
 : 110	98	121	3	-5	-10	110	8	-6
> C=CCn1c(O)c(C(C)=NCCN2CCOCC2)c(=O)[nH]c1=O
 : 100	96	136	0	-8	-8	97	11	1
> Cn1c(O)c(C(=NCCN2CCCCC2)c2ccccc2Cl)c(=O)n(C)c1=O
 : 104	89	116	5	-4	nt	98	5	-5
> CNC(=O)N(C)c1nnc(C(C)(C)C)s1
 : 98	95	94	0	-5	3	104	-1	3
